KB-V1 MDR tox = kills drug-selected multidrug resistant KB-V1 cells | Potency, µM (highest dose often 46.1 µM), for inactives: at the top dose activity change, negative = cytotoxicity, actives largely listed as cytotoxic | AID 1347076 | 400,000 compounds, 3.4% hits | KB-V1 MDR cells viability, CellTiter-Glo, 72 h; also: potency is read from the fitted curve at half-maximal effect; % is scaled to controls: 0 for no effect and ±100 for the full control effect; nearly all actives have a fitted effect of over 60% in size
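Cytotoxicity via CellTiter-Glo luminescence after 72 h compound exposure at 37 degrees C. Cells: drug-selected KB-V1 line, DMEM phenol-red free plus 10% FBS. Compounds tested at multiple concentrations; normalized data fitted to concentration-effect curves.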
WRN helicase inh = inhibitors of human WRN helicase. 360,000 compounds, 0.46% hits. Q14191. WRN helicase unwinding, fluorescent forked duplex, kinetic. AID 651768. Potency, µM (doses to about 114 µM), for inactives: at the highest dose activity change, negative = inhibition, hits mostly inhibitors; also: potency is read from the fitted curve at half-maximal effect; % is scaled to controls: 0 for no effect and ±100 for the full control effect; nearly all actives have a fitted effect of over 55% in size
Target sequence (Q14191 whole entry, looked up): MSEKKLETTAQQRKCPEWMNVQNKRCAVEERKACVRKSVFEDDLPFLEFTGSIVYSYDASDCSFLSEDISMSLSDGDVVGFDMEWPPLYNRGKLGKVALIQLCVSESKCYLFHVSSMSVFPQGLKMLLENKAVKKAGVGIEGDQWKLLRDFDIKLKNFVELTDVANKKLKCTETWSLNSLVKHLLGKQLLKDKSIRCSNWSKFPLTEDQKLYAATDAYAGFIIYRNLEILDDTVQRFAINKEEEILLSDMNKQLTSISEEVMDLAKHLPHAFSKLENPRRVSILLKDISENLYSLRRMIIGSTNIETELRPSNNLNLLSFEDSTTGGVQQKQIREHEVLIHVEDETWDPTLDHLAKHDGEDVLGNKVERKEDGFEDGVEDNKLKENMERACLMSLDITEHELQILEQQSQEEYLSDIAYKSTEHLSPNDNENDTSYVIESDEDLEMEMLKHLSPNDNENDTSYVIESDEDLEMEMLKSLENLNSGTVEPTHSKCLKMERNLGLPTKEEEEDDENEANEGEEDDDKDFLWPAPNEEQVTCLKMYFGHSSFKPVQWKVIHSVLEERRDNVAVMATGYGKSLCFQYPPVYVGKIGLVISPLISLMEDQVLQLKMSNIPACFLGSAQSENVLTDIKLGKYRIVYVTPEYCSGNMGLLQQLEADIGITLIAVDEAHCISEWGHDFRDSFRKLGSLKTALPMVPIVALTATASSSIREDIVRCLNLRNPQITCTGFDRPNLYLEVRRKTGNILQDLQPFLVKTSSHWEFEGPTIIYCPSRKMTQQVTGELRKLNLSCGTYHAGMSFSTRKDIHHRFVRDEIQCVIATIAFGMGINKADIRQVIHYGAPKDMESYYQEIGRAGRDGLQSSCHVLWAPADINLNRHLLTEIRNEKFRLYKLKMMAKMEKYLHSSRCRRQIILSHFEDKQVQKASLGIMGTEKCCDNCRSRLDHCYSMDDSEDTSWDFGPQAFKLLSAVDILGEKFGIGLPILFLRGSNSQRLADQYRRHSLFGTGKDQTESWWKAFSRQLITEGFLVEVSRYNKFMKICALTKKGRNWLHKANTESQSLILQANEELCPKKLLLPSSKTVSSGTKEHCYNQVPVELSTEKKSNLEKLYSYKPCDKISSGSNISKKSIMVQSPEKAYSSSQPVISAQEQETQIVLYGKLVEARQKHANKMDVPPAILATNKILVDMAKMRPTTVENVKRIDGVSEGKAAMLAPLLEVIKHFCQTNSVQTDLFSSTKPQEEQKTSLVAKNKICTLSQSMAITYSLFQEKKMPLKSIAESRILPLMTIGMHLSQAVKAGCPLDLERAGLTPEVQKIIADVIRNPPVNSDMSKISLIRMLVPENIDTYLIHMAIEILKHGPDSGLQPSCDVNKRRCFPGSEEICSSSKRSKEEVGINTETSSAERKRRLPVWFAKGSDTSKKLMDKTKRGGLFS
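Fluorescence dequenching readout, ex 525 nm/em 598 nm, kinetic mode: forked duplex DNA (100 nM final) with adjacent fluorophore and quencher unwound by WRN (20 nM final) with 2 mM ATP. Compound preincubation 15 min, room temperature.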
ATXN2 expr inh = inhibitors of ATXN2 expression | AID 1745845 | Potency, µM (titrated, usually from 57 µM), for the others: top-dose activity change, negative = inhibition, most hits filed as inhibitors | 360,000 compounds, 0.72% hits | HEK-293 ATXN2-luciferase reporter, luminescence, 24 h; also: potency is read from the fitted curve at half-maximal effect; % is scaled to controls: 0 for no effect and ±100 for the full control effect; nearly all actives have a fitted effect of over 55% in size
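qHTS (up to 57 uM final) was run with 24 h compound exposure of reporter cells at 37 °C. Each well was multiplexed: SteadyGlo luminescence measured ATXN2-luciferase expression after a fluorogenic Gly-Phe-AFC viability readout (25 uM final).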
IL1B secr inh = inhibitors of inflammasome signaling (IL-1 beta secretion). activity change, % at 57.5 µM. THP-1 LPS/ATP IL-1B secretion, AlphaLISA, 16 h; stronger effect = lower value. 360,000 compounds, 4.7% hits; in the data active = activity change below about -50%; inconclusive = mostly about -30% to -49%; also: % is scaled to controls: 0 for no effect and ±100 for the full control effect
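THP-1 cells pretreated 1 hr with compounds (up to 57.5 uM final), then stimulated with LPS (250 ng/mL final) plus ATP (1.25 mM final); secreted IL-1B measured by AlphaLISA after 16 hr, decreased signal indicating inhibition.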
MCF10A rereplic = induces DNA re-replication in MCF 10a normal breast cells. 350,000 compounds, 2.9% hits. MCF 10A DNA re-replication, Hoechst nuclear intensity, 48 h. Potency, µM (doses to about 46.1 µM), for inactives: top-dose activity, positive = re-replication, hits mostly activators; also: potency is read from the fitted curve at half-maximal effect; % of control where 0% means no effect; nearly all actives have a fitted effect of over 50% in size
SW480 rerep = inducers of DNA re-replication in SW480 colon cancer cells; SW480 DNA re-replication, Hoechst DNA content imaging, 48 h; Potency, µM (series often up to 46.1 µM), without a hit: at the highest dose re-replication activation, most hits filed as activators; 340,000 compounds, 1.8% hits; AID 624297; also: potency is read from the fitted curve at half-maximal effect; % of control where 0% means no effect; nearly all actives have a fitted effect of over 55% in size
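SW480 cells exposed to compounds for 48 hr at 37 C, 5% CO2, then Hoechst-stained 40 min. Nuclear DNA content imaged by fluorescence scanning (405 nm excitation, 500-530 nm emission); re-replication scored as increased high-intensity nuclei.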
HT1080 IDH1KD tx = HT-1080 IDH1 knockdown cell toxicity (counter line); HT-1080 IDH1 knockdown viability, ATP luminescence, 48 h; Potency, µM (highest dose often 46.1 µM), for inactives: at the highest dose activity, negative = toxicity, usual class: cytotoxic; 360,000 compounds, 2% hits; AID 686971;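 also: potency is read from the fitted curve at half-maximal effect; 0% = DMSO wells and -100% = cell-free medium wells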
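% activity derives from luminescence (CellTiter-Glo), normalised to DMSO and no-cell wells. HT-1080-IDH1KD cells, 750/well, had 48 h compound exposure at 37 °C.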
KB-3-1 cytotox = KB-3-1 parental cell cytotoxicity. 400,000 compounds, 1.4% hits. Potency, µM (doses to about 46.1 µM), for the others: top-dose activity change, negative = cytotoxic, usual class: cytotoxic. KB-3-1 viability, CellTiter-Glo ATP luminescence, 72 h; also: potency is read from the fitted curve at half-maximal effect; % is scaled to controls: 0 for no effect and ±100 for the full control effect; nearly all actives have a fitted effect of over 60% in size
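Cells are dispensed, compounds pinned in, plates held at 37 °C for 72 h, then CellTiter-Glo is added and luminescence read after 10 minutes. Cell line: parental KB-3-1 in phenol-red-free DMEM, 10% FBS.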
HT1080-NT tox = kills 2HG-producing HT-1080-NT fibrosarcoma cells. 360,000 compounds, 1.6% hits. HT-1080-NT fibrosarcoma viability, CellTiter-Glo ATP luminescence, 48 h. Potency, µM (top dose mostly 46.1 µM), without a hit: at the highest dose activity, negative = less viability, actives largely listed as cytotoxic. AID 686970;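 also: NT is the 2HG producing partner of a matched IDH1 knockdown line; potency is read from the fitted curve at half-maximal effect; 0% = DMSO-treated cells and -100% = media-only wells without cells; nearly all actives have a fitted effect of over 55% in size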
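Viability by CellTiter-Glo luminescence after 48 h compound exposure at 37C of HT-1080-NT cells (750/well, RPMI, 5% FBS). % activity scaled between DMSO wells and medium-only wells, then curve-fitted and categorized by curve class.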
The depositor's hits bear a star; ? = inconclusive; · = no result given; [ ] = another dose, or the depositor's remark. Unless noted, calls follow the shape of the dose curve; as a rule, active = well fitted curve in the direction sought with a large enough effect; inconclusive = small, poorly fitted or top-dose-only effect, or another doubt; inactive = no such curve, though single readings can be large; an effect the other way counts as inactive or inconclusive. Rows were taken by chance (roughly 12% active in at least one column).

SMILES	KB-V1 MDR tox	WRN helicase inh	ATXN2 expr inh	IL1B secr inh	MCF10A rereplic	SW480 rerep	HT1080 IDH1KD tx	KB-3-1 cytotox	HT1080-NT tox
COc1ccc(C(C(=O)NC2CCCCC2)N(CC2CCCO2)C(=O)C2COc3ccccc3O2)cc1OC (centres undefined)	0%	-18%	-20%	4	-7%	0%	-7%	0%	-7%
COc1cc(/C=C(\NC(C)=O)C(=O)N2CCCCC2)ccc1OC(C)=O	?	-18%	1%	7	5%	-3%	-7%	5%	-2%
CCOCCCNC(=O)C1CCCN1S(=O)(=O)c1ccc(Cl)cc1 (centres undefined)	0%	9%	8%	-2	-3%	1%	9%	-4%	8%
CCc1ccc(NC(=O)C(NS(=O)(=O)c2ccc3c(c2)CCN3C(C)=O)C(C)C)cc1 (centres undefined)	-23%	-7%	·	0	0%	-4%	-3%	-19%	-4%
O=C1c2ccccc2C(=O)N1CC(=O)N1c2ccccc2Sc2ccccc21	3%	-1%	4%	9	-7%	-2%	9%	15%	12%
O=C1[C@H](Cc2ccccc2)NCC=CC[C@H](c2ccco2)N1Cc1ccccc1	-18%	0%	-20%	-11	-2%	?	-3%	-4%	-15%
Clc1ccccc1N1CCN(Cc2ccco2)CC1	1%	2%	·	9	2%	-3%	3%	-1%	7%
O=C(Nc1ccc(F)cc1)N1CCN(C(=O)C2CCCO2)CC1 (centres undefined)	?	3%	-9%	12	2%	-17%	8%	-2%	3%
Cc1ccc(S(=O)(=O)c2c(N)n(C)c3nc4ccccc4nc23)cc1	-2%	-28%	6%	-10	0%	1%	?	10%	-25%
COc1ccc(NS(=O)(=O)c2ccc3nc(COc4cccc5ccccc45)[nH]c3c2)cc1	?	-4%	?	-16	16%	?	?	?	-25%
COc1ccc(NC(=O)C2CCCN(S(=O)(=O)c3cccs3)C2)cc1OC (centres undefined)	0%	-10%	-1%	-1	?	-5%	0%	-9%	-4%
O=C(CSc1nc(-c2ccc(F)cc2)nc2ccc(F)cc12)Nc1cccc(C(=O)O)c1	0%	-23%[57.1 µM]	12%	16	-26%	-5%[1.84 µM]	-8%	-8%	-4%
Cc1c(C(=O)N2CCN(S(=O)(=O)c3ccccc3)CC2)oc2ccc(Br)cc12	15%	-15%	6%	-27	10%	-7%	-4%	-5%	7%
COc1cccc(C(=O)NN2C(=S)N(c3ccccc3)C(=O)C2CC(N)=O)c1 (centres undefined)	12%	-6%	51%[activator]	1	0%	-4%	19%	2%	23%
O=C(O)c1oc2ccccc2c1CN1CCN(c2ccccc2)CC1	14%	2%	-10%	0	-5%	4%	11%	-2%	12%
Cc1nc(-c2ccc(Cl)cc2)sc1C1(C)CC(c2ccccc2Br)=NO1 (centres undefined)	?	-1%	16%	5	?	-6%	18%	-6%	21%
Cc1ccccc1NC(=S)N(CCN(C)C)C(C)c1ccco1 (centres undefined)	-11%	-2%	18%	1	-6%	·	17%	17%	15%
CC(C)CNC(=O)COc1ccc(Sc2ccc(OCC(=O)NCC(C)C)cc2)cc1	-9%	4%	?	0	-2%	?	-19%	-17%	-1%
CCC(C)NC(=O)CN1C(=O)NC2NC(=O)NC21 (centres undefined)	17%	-1%	0%	-4	1%	-13%	8%	-1%	7%
COC(=O)c1ccccc1NC(=O)COc1ccc2c(c1)OCO2	6%	-25%	1%	0	-3%	-9%	-10%	0%	-1%
CC[C@H](C)[C@H](NC(N)=O)C(=O)Nc1ccccc1F	-4%	-3%	-8%	21	-8%	-9%	6%	-14%	10%
O=C(Cc1ccc(Cl)cc1Cl)Nc1cccc(S(=O)(=O)Nc2ccccc2F)c1	21µM*	56µM*	-11%	-102*	?	-2%	-26%	?	0%
Cc1ccn(CCC(=O)O)n1	0%	3%	-19%	0	-2%	-2%	17%	-17%	21%
O=C(CCN1C(=O)/C(=C\c2cccs2)SC1=S)NC1=NCCS1	1%	-26%[57.1 µM]	-12%	17	4%	0%	1%	-5%	1%
COCCNC(=S)NNc1ccccc1[N+](=O)[O-]	?	-12%	2%	-8	-9%	-9%	-1%	-4%	-1%
Cc1ccc(N2CCN(c3ccc(C)cc3)C2c2cccnc2)cc1	-6%	-9%[57.1 µM]	-9%	-86*	-3%	-5%	-1%[9.24 µM]	-12%	-27%
CCOC(=O)c1c(C)n(C)c2ccc(OC)c(NS(=O)(=O)CC)c12	?	0%	0%	0	-4%	-43%[inhibitor]	15%	3%	11%
C[n+]1cccc(O)c1SCc1ccccc1	?	1%	?	5	3%	10%	23µM*	6%	-25%
COc1cc(C=O)ccc1Oc1nc(Nc2ccc(F)cc2F)nc(N2CCOCC2)n1	-20%	0%[57.1 µM]	-10%	-56*	?	0%	-10%	5%	-2%
O=C(Cc1ccccc1)NCCCc1ccccc1	0%	3%	-14%	17	-2%	0%	7%	7%	2%
CN(C)CCCNc1cc(C(C)(C)C)nc2c(-c3ccccc3)cnn12	-5%	3%	8%	-98*	?	?	?	-17%	21µM*
COc1ccc(N2CCN(C(=O)CN3C(=O)COc4ccccc43)CC2)cc1	0%	3%	-11%	14	-15%	-9%	1%	?	-4%
Nc1nc(-c2ccc(Cl)cc2)nn1C(=O)c1cccs1	16%	-3%	3%[11.3 µM]	15	1%	1%	1%	0%	2%
O=C(Nc1ccncc1)Nc1ccc(Cl)cc1	8%	0%	7%	-94*	0%	-1%	-10%	-14%	-15%
COCc1cc(=O)n2[nH]c(-c3cccs3)cc2n1	6%	-9%	-10%	43	-3%	3%	2%	-17%	17%
O=C(NCc1ccccn1)C1Nc2ccc(OC(F)(F)F)cc2C2C=CCC12 (centres undefined)	20%	1%	-10%	22	?	0%	3%	0%	4%
CNC(=O)NC(=O)CSc1ccc(S(=O)(=O)N2CCOCC2)cn1	0%	11%	6%	6	-4%	5%	6%	-1%	10%
COCCNC(=O)c1ccccc1NC(=O)Nc1ccccc1	-29%	-8%	7%	-50*	-41%[inhibitor]	-8%	-2%	0%	-14%
COC(=O)CC(=O)CSc1nc2c(cc1C#N)CCCCC2	1%	-7%	19%	17	?	-9%	-5%	1%	-2%
CN(C)/C=C/C(=O)c1ccc(Cl)c([N+](=O)[O-])c1	?	5%	-5%	-96*	-6%	5%	-4%	-1%	5%

Entries of single compounds from above. Order of screens: KB-V1 MDR tox	WRN helicase inh	ATXN2 expr inh	IL1B secr inh	MCF10A rereplic	SW480 rerep	HT1080 IDH1KD tx	KB-3-1 cytotox	HT1080-NT tox
COc1ccc(NS(=O)(=O)c2ccc3nc(COc4cccc5ccccc45)[nH]c3c2)cc1 across the screens: ?	-4%	?	-16	16%	?	?	?	-25%
CC(C)CNC(=O)COc1ccc(Sc2ccc(OCC(=O)NCC(C)C)cc2)cc1 across the screens: -9%	4%	?	0	-2%	?	-19%	-17%	-1%
Cc1nc(-c2ccc(Cl)cc2)sc1C1(C)CC(c2ccccc2Br)=NO1 (centres undefined) across the screens: ?	-1%	16%	5	?	-6%	18%	-6%	21%

Further records
SMILES	KB-V1 MDR tox	WRN helicase inh	ATXN2 expr inh	IL1B secr inh	MCF10A rereplic	SW480 rerep	HT1080 IDH1KD tx	KB-3-1 cytotox	HT1080-NT tox
O=C(COc1ccc(Br)cc1)N1CCc2ccccc2C1	-2%	-1%[57.1 µM]	2%	-4	4%	3%[1.84 µM]	4%	-6%	1%
COc1ccccc1C(C)NCC(=O)Nc1ccccc1C(F)(F)F (centres undefined)	-6%	0%	-5%	-28	?	?	-12%	-5%	-3%
Cc1cc(NC(=O)c2ccccc2)nc2c1c(=O)oc1ccccc12	-18%	1%	-2%	0	?	1%	7%	3%	3%
CC(NC(=O)c1cccc(S(=O)(=O)N2CCCCCC2)c1)c1ccccc1 (centres undefined)	-12%	1%	-17%	-7	15%	-8%	-5%	-7%	-1%
COCCNC(=O)c1ccccc1NC(=O)COc1ccccc1	?	5%	2%	10	8%	-1%	2%	6%	-7%
Cc1ccc(NC(=O)CN2CCN(c3ccccn3)CC2)c(Cl)c1	12%	-3%	2%	-14	?	-7%	-3%	1%	-3%
CCOC(=O)C(=O)Nc1cccc(C(=O)OCC)c1	13%	-11%	1%	-6	-2%	6%	4%	-11%	17%
O=C(Nc1ccccc1Oc1ccccc1)[C@@H]1O[C@H](CO)[C@H](O)[C@H](O)[C@H]1O	4%	0%	13%	18	·	·	12%	0%	21%
Cc1ccc(C2OC(=O)c3ccccc32)cc1 (centres undefined)	-29%	2%	3%	-7	-72%[inhibitor]	-64%[inhibitor]	7%	-11%	0%
CN(C1CCS(=O)(=O)C1)S(=O)(=O)c1cccs1 (centres undefined)	-2%	0%	16%	2	3%	-11%	2%	-1%	3%
CCOC(=O)Nc1ccc2c(c1)OCO2	15%	-7%	33%	-1	4%	0%	9%	8%	5%
CCN(CC)C(=O)Oc1cc(=O)n2c3c(cccc13)CCC2	16µM*	2%	7%	-3	1%	-5%	-3%	11%	-4%
COC(=O)C1=C(C)OC(N)=C(C#N)C1c1ccccc1F (centres undefined)	?	5%	3%	-15	7%	-3%	-5%	2%	4%
CN/C(=C/[N+](=O)[O-])NCCSCc1csc(CN(C)C)n1	16%	8%	7%	28	-3%	-12%	12%	0%	?
Cc1ccc(S(=O)(=O)N2CCN(C(=O)CC(C)n3nc(C)c(Cl)c3C)CC2)cc1C (centres undefined)	-1%	18%	0%	-13	-10%	-12%	-2%	-2%	2%
O=C(O)c1ccc(-n2c(-c3cc(C4CC4)[nH]n3)n[nH]c2=S)cc1	5%	-1%	1%	9	-2%	-7%	3%	2%	-7%

Bioassay records (PubChem BioAssay)
